Tb PFK block: blocks T. brucei phosphofructokinase; AID 485367; O15648; Potency, µM (doses to about 57.5 µM), without a hit: top-dose activity, negative = inhibition, hits mostly inhibitors; 330,000 compounds, 0.17% hits; T. brucei PFK, ADP-Glo luminescence;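 further: potency means the concentration at half of the fitted maximal effect; 0% = uninhibited 1x PFK enzyme wells and -100% = no-enzyme wells; nearly all actives have a fitted effect of over 60% in size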
Target sequence (O15648 whole entry, looked up): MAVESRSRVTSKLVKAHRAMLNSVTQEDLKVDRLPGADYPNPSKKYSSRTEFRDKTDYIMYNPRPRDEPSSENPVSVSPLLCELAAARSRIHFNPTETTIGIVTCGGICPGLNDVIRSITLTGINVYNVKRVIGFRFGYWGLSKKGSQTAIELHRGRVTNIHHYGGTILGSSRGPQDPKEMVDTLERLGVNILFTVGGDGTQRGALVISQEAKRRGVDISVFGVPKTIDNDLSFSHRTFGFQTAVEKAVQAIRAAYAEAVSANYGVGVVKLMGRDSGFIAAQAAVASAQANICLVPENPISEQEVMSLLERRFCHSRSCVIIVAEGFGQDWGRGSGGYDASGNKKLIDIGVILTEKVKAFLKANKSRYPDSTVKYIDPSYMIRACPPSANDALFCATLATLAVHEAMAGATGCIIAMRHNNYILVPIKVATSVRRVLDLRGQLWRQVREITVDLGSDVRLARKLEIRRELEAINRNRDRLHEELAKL
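Luminescent ADP detection (ADP-Glo, two-step: ATP depletion then ADP-to-ATP conversion for luciferase) reported PFK activity after 45 min room-temperature reaction of 1.25 nM enzyme with 0.5 mM F6P and 0.1 mM ATP at pH 8.0.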
Eya2 phos inh: Eya2 (human) phosphatase inhibition | AID 488837 | recombinant Eya2, OMFP fluorescence dephosphorylation (OMFP is methylfluorescein phosphate) | Potency, µM (doses to about 76.9 µM), inactives show at the highest dose activity, negative = inhibition, usual class: inhibitors | 330,000 compounds, 0.006% hits | O00167; further: potency means the concentration at half of the fitted maximal effect; on the % scale 0 is the no-effect control and ±100 the full control effect
Target sequence (O00167 whole entry, looked up): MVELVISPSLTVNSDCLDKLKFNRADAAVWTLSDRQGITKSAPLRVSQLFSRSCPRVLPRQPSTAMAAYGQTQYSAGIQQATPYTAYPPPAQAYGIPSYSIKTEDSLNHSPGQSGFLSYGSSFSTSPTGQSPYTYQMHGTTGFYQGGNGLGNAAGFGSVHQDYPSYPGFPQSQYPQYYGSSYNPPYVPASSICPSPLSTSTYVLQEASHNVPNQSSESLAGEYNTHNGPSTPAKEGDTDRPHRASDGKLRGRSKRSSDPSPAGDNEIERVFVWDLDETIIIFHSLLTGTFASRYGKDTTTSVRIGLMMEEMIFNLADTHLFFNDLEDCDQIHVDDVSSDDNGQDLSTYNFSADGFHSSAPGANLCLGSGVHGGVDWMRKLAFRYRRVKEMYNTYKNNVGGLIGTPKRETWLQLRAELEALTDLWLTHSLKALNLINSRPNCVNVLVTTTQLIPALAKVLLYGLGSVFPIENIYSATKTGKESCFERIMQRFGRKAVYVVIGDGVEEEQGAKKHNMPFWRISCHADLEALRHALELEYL
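Eya2 protein (added as 0.2 uM solution) was preincubated with compound for 10 min at ambient temperature in 50 mM HEPES pH 7.5, 50 mM NaCl, 5 uM MgCl2, 0.05% BSA, 1 mM DTT. OMFP (added at 50 uM) then reacted 10 min; fluorescence read at 485/525 nm.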
ELG1 DNA repair: ELG1-dependent DNA repair inhibition | HEK293T ELG1-luciferase reporter, luminescence, 16 h; DNA damage induced by 5-fluorouridine | 330,000 compounds, 2.3% hits | Potency, µM (top dose mostly 46.1 µM), for inactives: at the top dose activity change, negative = inhibition, actives largely listed as inhibitors | AID 504467; further: potency means the concentration at half of the fitted maximal effect; on the % scale 0 is the no-effect control and ±100 the full control effect; nearly all actives have a fitted effect of over 55% in size
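Reporter activity after DNA damage by 5-fluorouridine is monitored. Compound-treated cells incubate 16 hr at 37 °C, then ONE-Glo is added for 30 min before luminescence reading.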
TSHR antagonist: human thyrotropin receptor antagonism; AID 504810; TSHR-expressing cells, TSH-stimulated cAMP HTRF, 2 h; hits give low values; activity change, negative = inhibition, % at 11.5 µM; 330,000 compounds, 0.2% hits; P16473;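 active means activity change below a set negative limit, meaning inhibition stronger than a set level, cut at about -70% in these data; inconclusive means activity change between two set negative limits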; further: on the % scale 0 is the no-effect control and ±100 the full control effect
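Freshly harvested TSHR cells receive pin-tooled compound, then EC80 TSH at 4nM final. After 2 hours at 37 deg C, antibody in lysis buffer and cAMP-d2 are added; 30 minutes at ambient temperature precede the HTRF read.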
BCR signal inh: inhibitors of chronic active B-cell receptor signaling; ABC-DLBCL IkBa-CBG/CBR reporter, luminescence ratio, 4 h; Potency, µM (doses to about 46.1 µM), for the others: at the highest dose ratio change, negative = lower green/red ratio, hits mostly inhibitors; 340,000 compounds, 0.05% hits; AID 493014; active means well fitted inhibition curve with a large enough effect in the signal ratio, with a control signal flat, not every such curve was filed as active; inconclusive means small, poorly fitted or top-dose-only effect, or effect the other way, or a change in a side signal; the % refers to the signal ratio;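 further: potency means the concentration at half of the fitted maximal effect; plate controls were basal doxycycline-induced cells for no effect and cells given 10 µM MG132 for full effect; MG132 reads +100%, hits lower the ratio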
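Doxycycline induced both beetle luciferases in TMD8 lymphoma cells; IKK-driven degradation limits the IkappaBalpha-fused green signal, while red luminescence normalises for cell number and nonspecific effects. Compounds tested up to 46 uM, 4 hrs.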
Integrin act MD: activates integrin-mediated alleviation for muscular dystrophy; 350,000 compounds, 0.064% hits; alpha7betagal myoblasts, beta-gal FDG fluorescence, 48 h; AID 624291; Potency, µM (highest dose often 38.3 µM), for the others: at the top dose activation, most hits filed as activators;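 further: potency means the concentration at half of the fitted maximal effect; 100% = response of the positive control SU9516; nearly all actives have a fitted effect of over 60% in size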
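Alpha7betagal+/- myoblasts (passage 13) were plated 16-24 hr, then exposed to compounds (1:260 dilution of DMSO stock) for 48 hours at 37C. After MPER lysis, β-galactosidase reporter activity was read as FDG fluorescence (ex 480/em 540) after 30 minutes.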
S-ASM inh: human S-ASM enzyme inhibition; P17405; placental ASM, HMU-PC fluorogenic substrate, 60 min; Potency, µM (doses to about 57.5 µM), inactives show top-dose activity change, negative = inhibition, most hits filed as inhibitors; 340,000 compounds, 0.006% hits; AID 504937; further: potency means the concentration at half of the fitted maximal effect
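qHTS format. ASM enzyme prepared from human placenta hydrolyses the fluorogenic substrate HMU-PC0 (9 uM final) over 60 min at 37 °C after a 10 min compound preincubation.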
TCR act: T cell receptor activation; AID 504894; primary human leukocytes, anti-CD3, IL-2 HTRF, 48 h; 330,000 tested, under 10 active; Potency, µM (doses to about 9.22 µM), for the others: top-dose activation of IL-2 secretion, usual class: activators; further: % of control where 0% means no effect
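TCR engagement came from a-CD3 beads alone, with compounds added to primary human leukocytes for 48 hr. Secreted IL-2 bridged europium cryptate- and d2-labelled anti-IL-2 antibodies, giving FRET emission at 665nm after 320nm excitation.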
TSG101-PTAP inh: blocks PTAP/TSG101 interaction to inhibit HIV-1 budding | Q99816 | Fluorescence polarization, FITC-PTAP peptide / Tsg101 binding | Potency, µM (top dose mostly 115 µM), for the others: top-dose activity change, negative = inhibition, most hits filed as inhibitors | 340,000 tested, under 10 active; active means well fitted inhibition curve with a large enough effect in the main read-out, with a control signal flat, not every such curve was filed as active; inconclusive means small, poorly fitted or top-dose-only effect, or effect the other way, or a change in a side signal; inactive means no such curve, though single readings can be large or run the other way; further: potency means the concentration at half of the fitted maximal effect; % of control where 0% means no effect
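Compounds were pin-transferred onto Tsg101 binding domain (10 uM final) in HEPES pH 7.5 buffer, then FITC-PTAP peptide was added at 50 nM final. After 20 min at RT, polarization reported peptide displacement across a qHTS concentration series.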
AT treatment: candidate therapy for ataxia-telangiectasia; […] A-T fibroblasts, KAP-1 phosphorylation AlphaLISA; neocarzinostatin DNA damage 30 min before lysis; Potency, µM (titrated, usually from 57.5 µM), for inactives: at the highest dose activation, actives largely listed as activators; 320,000 compounds, 0.19% hits; AID 485349; further: potency means the concentration at half of the fitted maximal effect; % of control where 0% means no effect; nearly all actives have a fitted effect of over 45% in size
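ATM-like activity read as KAP-1 phosphorylation via AlphaLISA donor/acceptor antibody pairs after lysis and 6 hr at 25C. Cells were ATM-null patient fibroblasts ([…], hTERT), dosed 60 min, then exposed to the DSB inducer NCS for 30 min.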
Mito fusion act: blocks mitochondrial division or promotes mitochondrial fusion; S. cerevisiae fusion-defective mutant growth rescue, CellTiterGlo 48 h; Potency, µM (titrated, usually from 46.1 µM), for the others: top-dose growth rescue (activation), actives largely listed as activators; 320,000 compounds, 0.23% hits; AID 485298;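 further: potency means the concentration at half of the fitted maximal effect; % of control where 0% means no effect; nearly all actives have a fitted effect of over 45% in size; temperature-sensitive fusion mutants such as fzo1-1 at 37 °C on non-fermentable ethanol glycerol medium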
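Yeast fusion mutant, YPEG (non-fermentable carbon), compound, 48 h at 37C non-permissive; CellTiterGlo added, 10 min RT, luminescence read. Rescued growth = division inhibition.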
An asterisk follows results filed as active; u = inconclusive; x = no result given; [ ] = dose if it differs, or a comment. Unless noted, the call rests on the fitted dose curve; in most records, active means well fitted curve in the direction sought with a large enough effect; inconclusive means small, poorly fitted or top-dose-only effect, or another doubt; inactive means no such curve, though single readings can be large; an effect the other way counts as inactive or inconclusive.

SMILES | Tb PFK block | Eya2 phos inh | ELG1 DNA repair | TSHR antagonist | BCR signal inh | Integrin act MD | S-ASM inh | TCR act | TSG101-PTAP inh | AT treatment | Mito fusion act
O=C1CCCC2=C1C(c1ccc3c(c1)OCO3)c1c([nH]n(-c3ccccc3)c1=O)N2 (stereo not drawn) | 1% | 7% | 10% | -15 | 1% | 28% | 3% | -1% | -2% | 1% | -3%
CCN(Cc1ccccc1)C(=O)COC(=O)CNS(=O)(=O)c1ccc(C)cc1 | -6% | -2% | 17% | 1 | 1% | -13% | -2% | -4%[46.1 µM] | -4% | -3% | 2%
CCNC(=S)N/N=C(\C)c1ccc(N2CCOCC2)cc1 | 1% | 0% | -5% | -7 | u | 15% | 6% | -8%[46.1 µM] | -3% | -3% | -6%
Cc1ccccc1C(=O)Nc1ccccc1NC(=O)c1ccccc1C | 8% | 0% | u | 5 | 8% | u | 2% | 1% | -3% | -5% | -5%
COc1ccc2c(c1OC)C(=O)OC2CC(=O)c1ccc(O)c(O)c1 (stereo not drawn) | 10% | 20% | -12% | 12 | -2% | -2% | -2% | -2% | -5% | x | 2%
CC1(C)Cc2c(sc3nc[nH]c(=O)c23)CO1 | -4% | 4% | 8% | -1 | 12% | 19% | 6% | -5% | -9% | 5% | 4%
COc1ccc2c(c1)c(=O)c(C(=O)c1ccc(F)cc1)cn2CC(=O)Nc1ccc(F)cc1 | -1% | -2% | -18% | -2 | 1% | 4% | -5% | 2% | -8% | 13% | -1%
O=C(CNC(=O)c1cc2ccccc2o1)NCc1cccs1 | -7% | 1% | -5% | -1 | -12% | 22% | 2% | 2%[46.1 µM] | -5% | -1% | -6%
COc1ccccc1/C=C/C(=O)NCC(=O)N/N=C(\CCC(=O)O)c1ccccc1 | 4% | 3% | 5% | -3 | -3% | 0% | 4% | 9% | -3% | -3% | 7%
O=C(C1CCCO1)N1CCC(c2nc3ccccc3[nH]2)CC1 (stereo not drawn) | 2% | -15% | 1% | 1 | 4% | -4% | 0% | -1% | -6% | 4% | -1%
COc1cc(C(=O)Nc2cccc(-c3cn4cccnc4n3)c2)cc(OC)c1OC | 7% | 1% | u | -3 | 8% | 21% | 323%[activator] | -1% | -8% | 4% | 1%
CC(=O)N1CCOc2cc(S(=O)(=O)Nc3cccc(C(F)(F)F)c3)c(Cl)cc21 | 0% | -4% | x | 15 | u | x | x | x | x | -10% | -3%
CCS(=O)(=O)N1CCN(c2ccc(Cl)cc2[N+](=O)[O-])CC1 | -1% | 2% | 9% | 7 | 7% | 1% | -7% | 1%[46.1 µM] | 1% | 16% | -1%
COc1cc(C(=O)NNC(=O)NC2CCCCC2)cc(OC)c1OC | 1% | 6% | 27% | -2 | -8% | -8% | -3% | 6% | -4% | 1% | -2%
Cc1ccccc1NC(=O)CCCn1nc(C)c2c(C)n(-c3ccccc3)nc2c1=O | 4% | -6% | 1% | -9 | 2% | 5% | -2% | -1% | -5% | 2% | 4%
CCCCc1c(O)nc(SCCN(C)C)n(-c2ccccc2)c1=O | -6% | 10% | -4% | 6 | 0% | 5% | 2% | 8% | -4% | 4% | 0%
O=C(O)C1C2C=CC(C2)C1C(=O)NC(c1ccccc1)c1ccccc1 (stereo not drawn) | -6% | 13% | 8% | 15 | -10% | 0% | 7% | -3% | -6% | 2% | 0%
CC(=O)/C(=N\Nc1ccccc1)Oc1ccc([N+](=O)[O-])cc1 | 4% | 2% | 6% | -8 | u | 9% | -9% | 0%[46.1 µM] | -1% | 7% | 0%
O=C(Cc1ccccc1)Nc1ccc(NC(=O)C2CC2)nc1 | 0% | 4% | 8% | -2 | 1% | 11% | -2% | -3% | -2% | 0% | 2%
CC(=O)OC(C)(C)/C=C/C(=O)[C@](C)(O)C1[C@H](O)C[C@@]2(C)C3CC=C4C(C=C(O[C@@H]5O[C@H](CO)[C@@H](O)[C@H](O)[C@H]5O)C(=O)C4(C)C)[C@]3(C)C(=O)C[C@]12C (stereo partly drawn) | -2% | 2% | u | 63 | -21% | 14% | 5% | 0% | -6% | 21% | x
O=C1c2ccccc2S(=O)(=O)N1CC(O)COc1ccc(Cl)cc1 (stereo not drawn) | -4% | -7% | 11% | 3 | 0% | u | -2% | -2% | 1% | 8% | 5%
CCOC(=O)c1sc(NC(=O)/C=C/c2ccc(F)cc2)nc1C | -7% | 4% | -1% | 2 | u | 4% | 26% | 4% | -3% | 8% | 7%
COc1ccc(S(=O)(=O)N2CCN(S(=O)(=O)c3c(F)cccc3F)CC2)cc1 | -5% | -16% | x | 30 | 1% | x | x | x | x | 12% | 5%
CCCN1C2=NCCCN2c2ccccc21 | 15% | -12% | -36% | 13 | -19% | -1% | 1% | -33% | -6% | -3% | -4%
C=CCNC(=S)NNC(=O)c1ccccc1OCC | 0% | 9% | 0% | -5 | 0% | 55% | -2% | -5% | 1% | -2% | -8%

Taken from above.
CCOC(=O)c1sc(NC(=O)/C=C/c2ccc(F)cc2)nc1C | ELG1 DNA repair: -1%
COc1cc(C(=O)NNC(=O)NC2CCCCC2)cc(OC)c1OC | AT treatment: 1%
CCNC(=S)N/N=C(\C)c1ccc(N2CCOCC2)cc1 | TSHR antagonist: -7

(more compounds)
SMILES | Tb PFK block | Eya2 phos inh | ELG1 DNA repair | TSHR antagonist | BCR signal inh | Integrin act MD | S-ASM inh | TCR act | TSG101-PTAP inh | AT treatment | Mito fusion act
COc1cc2c(cc1OC)CN(CC(=O)Nc1ccc(S(=O)(=O)N3CCCC3)cc1)CC2 | -7% | -2% | u | 38 | -3% | 24% | 1% | -10% | -16% | 7% | 5%
O=C(COC(=O)[C@@H]1CCCN1S(=O)(=O)c1ccccc1F)c1ccccc1 | -2% | -4% | -7% | 2 | 5% | 1% | -1% | -1% | 0% | 4% | -8%
CSc1nnc(-c2sccc2OCc2ccc(C)cc2)n1C | -4% | 0% | 7% | -9 | -14% | -38% | 5% | 2% | -5% | -1% | 1%
CC(NC(=O)c1ccncc1)c1ccc(Cl)cc1Cl (stereo not drawn) | -1% | -2% | 21% | -3 | -9% | 39% | 5% | 4% | -4% | -20% | 1%
NC(=O)CC(NC(=O)c1ccc(Br)cc1)c1ccc(NCCc2ccc(F)cc2)c([N+](=O)[O-])c1 (stereo not drawn) | 3% | -7% | 2% | -1 | -5% | 0% | -4% | 3% | 2% | -41% | 3%
CCN(C(=O)CSc1nncn1-c1ccccc1)C1CCS(=O)(=O)C1 (stereo not drawn) | 1% | 12% | 8% | 3 | u | 13% | -5% | 5% | 0% | 9% | -1%
O=C(c1ccc(S(=O)(=O)N2CCOCC2)cc1)N1CCCc2ccccc21 | 2% | 3% | -5% | -14 | -4% | -11% | -1% | 3% | -8% | 1% | 7%
CC(C)COc1cccc(C(=O)N(CC(=O)Nc2ccccc2C(F)(F)F)Cc2ccco2)c1 | 0% | -16% | u | 1 | 9% | -15% | -2% | -4% | 0% | 8% | 20%
Cc1onc(-c2c(Cl)cccc2Cl)c1C(=O)N1CCOCC1 | 1% | -1% | 3% | -3 | 4% | -2% | -14% | -3% | -3% | -1% | 4%
c1ccc(Oc2ncnc3oc(-c4ccccc4)cc23)cc1 | 0% | 3% | 11% | 6 | 2% | 0% | 8% | 1% | 0% | -1% | -1%
O=C(NCCN1CCCCC1)Nc1ccc(Br)cc1 | -4% | -4% | -2% | 3 | u | -13% | -4% | x | 1% | 7% | -2%

Compound profiles (already shown). Screens in order: Tb PFK block, Eya2 phos inh, ELG1 DNA repair, TSHR antagonist, BCR signal inh, Integrin act MD, S-ASM inh, TCR act, TSG101-PTAP inh, AT treatment, Mito fusion act
c1ccc(Oc2ncnc3oc(-c4ccccc4)cc23)cc1 is listed with 0%, 3%, 11%, 6, 2%, 0%, 8%, 1%, 0%, -1%, -1%
CCS(=O)(=O)N1CCN(c2ccc(Cl)cc2[N+](=O)[O-])CC1 is listed with -1%, 2%, 9%, 7, 7%, 1%, -7%, 1%[46.1 µM], 1%, 16%, -1%

Assay outcomes as filed in PubChem.
